# Assay outcomes from PubChem BioAssay.
# IDE inh: inhibitors of human insulin-degrading enzyme in cells; P14735; HEK cells, FAbetaB cleavage, fluorescence polarization; inhibition, % at 5.59 µM; 320,000 compounds, 0.41% hits;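 active = percent inhibition above the average of all tested compounds plus 3 SD, set per screening campaign, cut at about 16% in these data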;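 note: IDE supplied by intact live HEK cells; FP after avidin binding of uncleaved biotin substrate so inhibition keeps polarization high; 0% = DMSO wells and 100% = 60 µM reference IDE inhibitor Ii1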
# VIM-2 inhibitor: blocks Pseudomonas aeruginosa VIM-2 metallo-beta-lactamase. inhibition, % at 5.6 µM. 290,000 compounds, 0.89% hits. purified VIM-2, nitrocefin hydrolysis, epi-absorbance fluorescence;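 active = inhibition above the mean of all tested compounds plus 3 SD, cutoff set per screening run, cut at about 7.5% in these data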;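 note: red hydrolysis product quenches plate fluorescence so inhibitors raise well fluorescence; 0% = enzyme with DMSO and 100% = DMSO without enzyme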
# HCV NS3 hel inh: HCV NS3 helicase inhibition; NS3 helicase DNA unwinding, Cy5 molecular beacon fluorescence; inhibition, % at 10.9 µM; 290,000 compounds, 0.56% hits; AID 1800;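 active = inhibition above the mean of all tested compounds plus 3 SD, set per campaign, cut at about 35% in these data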;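 note: 0% = DMSO wells and 100% = thioflavine S control wells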
#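 Measured by: Cy5 fluorescence, 0 and 60 min reads / Assay system: NS3 helicase fragment of HCV / Control set: low DMSO, high thioflavine S at 110 µM / Times: 1 h reaction at 25 °C, ATP-initiated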
# UBC9 SUMO inh: SUMOylation inhibition; 290,000 compounds, 0.36% hits; HTRF SUMOylation assay, SAE1/SAE2 + UBC9, in vitro; inhibition, % at 35 µM; P63279; in the data active = inhibition above about 50%, passing the limit was not always enough; note: strong numbers were not always called active
# Target sequence (P63279 whole entry, looked up): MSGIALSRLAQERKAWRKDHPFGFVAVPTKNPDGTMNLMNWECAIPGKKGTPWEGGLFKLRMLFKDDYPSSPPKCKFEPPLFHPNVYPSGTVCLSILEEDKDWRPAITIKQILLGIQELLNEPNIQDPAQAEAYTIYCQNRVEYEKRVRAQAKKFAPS
# IDE act: activators of human insulin-degrading enzyme in cells; P14735; HEK cells, FAbeta-B cleavage, fluorescence polarization; 0% vehicle, 100% cell-free pure enzyme wells; activation, % at 5.96 µM; 340,000 compounds, 0.073% hits;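 active = activation above the mean of all tested compounds plus 3 SD, set per screening campaign, cut at about 17% in these data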
# pCIP destab: p/CIP protein destabilization; AID 1984; F442A p/CIP-EGFP cells, EGFP fluorescence, 16 h; Q05BA5; 290,000 compounds, 0.01% hits; decrease of EGFP signal, % at 10 µM;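 active = EGFP signal decrease of at least 30% at 10 µM or well 3 SD below plate mean, unless failing retest; inactive = the rest, including hits failing retest or dose response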; note: some compounds called inactive have numbers as strong as hits; many of its hits are not listed in these tables
# GalR3 antagonist: antagonists of human GalR3 | O60755 | HEK293 GalR3-CNG cAMP membrane potential fluorescence; galR3 body fused to GalR1 C-terminus | inhibition, % at 3 µM | 360,000 compounds, 0.44% hits;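 active = inhibition above the screen-wide average plus 3 SD, cut at about 13% in these data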;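 note: forskolin and galanin both at EC90 stimulate the cells; cAMP rise reported by CNG channel membrane potential dye signal; 0% = forskolin plus galanin with DMSO and 100% = forskolin alone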
# Target sequence (O60755 1-299 limits assumed): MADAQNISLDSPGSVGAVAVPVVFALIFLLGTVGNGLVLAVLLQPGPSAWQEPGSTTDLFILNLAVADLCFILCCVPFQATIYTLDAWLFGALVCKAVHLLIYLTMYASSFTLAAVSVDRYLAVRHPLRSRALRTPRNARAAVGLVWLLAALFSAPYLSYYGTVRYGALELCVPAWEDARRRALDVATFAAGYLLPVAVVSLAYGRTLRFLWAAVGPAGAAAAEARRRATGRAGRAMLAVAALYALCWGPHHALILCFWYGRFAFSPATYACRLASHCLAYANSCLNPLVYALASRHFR
# CRFBP-R2 block: blocks CRF-induced signaling of the CRF-BP/CRF-R2 complex; HEK293 CRF-R2/CRF-BP, CRF-induced calcium fluorescence; inhibition, % at 11.8 µM; 350,000 compounds, 0.59% hits; AID 588475;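 active = inhibition of the ligand-induced calcium signal above about 50% at the single tested concentration, limit read from the data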
# IMP-1 inh: inhibitors of Pseudomonas aeruginosa IMP-1 metallo-beta-lactamase | AID 1556 | 290,000 compounds, 0.45% hits | inhibition, % at 5.6 µM | purified IMP-1, nitrocefin hydrolysis, epi-absorbance fluorescence;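 active = inhibition above the mean plus 3 SD of all compounds in the same screening run, cut at about 4.5% in these data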;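 note: 0% = IMP-1 with DMSO and 100% = DMSO wells lacking enzyme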
#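 assay system = purified recombinant IMP-1 metallo-beta-lactamase enzyme | schedule = 15 min preincubation plus 25 min reaction at 25 °C | signal = Epi-absorbance fluorescence, 480 nm excitation, 530 nm emission | read-out basis = percent inhibition from optical density relative to buffer-blank wells | controls = IMP-1 with DMSO as 0%, enzyme-free DMSO as 100%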
# * = called active by the depositor; x = not tested or not shown. Rows are unselected. About 3.2% of those tested had a hit in this group.
SMILES,IDE inh,VIM-2 inhibitor,HCV NS3 hel inh,UBC9 SUMO inh,IDE act,pCIP destab,GalR3 antagonist,CRFBP-R2 block,IMP-1 inh
O=S(=O)(Nc1ccc2c(c1)OCCO2)c1cccc(F)c1,x,-0.4,5,5,-3,-11,-13,-16,-1.8
COc1ccc(S(=O)(=O)N2CCOCC2)cc1NC(=O)CN1CCC(Cc2ccccc2)CC1,2,0.6,3,-25,0,12,-7,-6,-1.6
CCOC(=O)CSc1n[nH]c(NC(=O)c2ccc(F)cc2)n1,6,-0.1,-2,10,1,-18,x,-16,-1.9
Cc1csc(NC(=O)CCC(=O)N(CC(=O)NC2CCCC2)c2ccccc2)n1,1,-4.3,-2,-5,6,-21,-7,-12,-0.9
COc1cc(C(=O)NCC(c2cccs2)N2CCOCC2)cc(Br)c1OCc1ccccc1 (stereo not given),4,x,x,x,1,x,-3,7,x
COc1ccc(/C=C(\NC(=O)c2ccccc2)C(=O)NCc2ccco2)cc1OC,-1,-0.5,-5,-1,0,1,-9,16,-0.4
CCN(C(=O)c1ccc2c(c1)OCO2)C12CC3CC(CC(C3)C1)C2,4,x,x,x,2,x,0,-14,x
Cc1ccc(S(=O)(=O)N2CCCN(C)CC2)cc1,-1,1.0,2,9,2,-11,-7,-2,-1.1
COc1ccc(C(=O)N2CCN(S(=O)(=O)c3ccc(Br)cc3)CC2)cc1,1,x,x,x,-1,x,-5,1,x
O=C(NCCCN1CCCC1=O)c1cc2ccccc2o1,-1,x,x,x,-3,x,-4,3,x
Cc1ccc(NC(=S)N(CCCN(C)C)Cc2cc3cc4c(cc3[nH]c2=O)OCO4)cc1,-2,-1.8,-3,12,2,-10,-4,-6,-2.6
CC(C(=O)OCC(=O)c1cccc([N+](=O)[O-])c1)N1C(=O)C2C3CCC(C3)C2C1=O (stereo not given),2,-3.4,-4,-4,-1,-15,-4,34,-1.4
O=C(Cn1cnc2sc(-c3ccccc3)cc2c1=O)N1CCOCC1,3,-3.7,4,-18,1,0,2,16,-5.9
O=C(COC(=O)c1ccc(Cl)c(S(=O)(=O)NCc2ccccc2)c1)NCC1CCCO1 (stereo not given),0,-2.4,7,-4,2,11,-1,-1,-2.5
Cc1ccc(S(=O)(=O)NC[C@H]2O[C@@H](n3cnc4c(N)ncnc43)[C@H](O)[C@@H]2O)s1,-5,x,x,x,6,x,-6,7,x
Cc1cccc(NC(=S)NCc2cccs2)c1,2,-1.3,5,-4,1,6,-7,22,-2.9
CCCCOc1ccc(Br)cc1CSC(=N)N,x,-3.4,-39,-4,-2,4,23*,-24,-5.1
N#Cc1ccc(NCC(=O)Nc2ccc3c(c2)OCCO3)cc1,-8,-5.7,8,5,2,-1,-8,1,-3.4
Cc1ccc(C(=O)N/N=C\c2ccc[nH]2)cc1[N+](=O)[O-],2,-3.0,-4,14,2,-18,-3,-6,-3.7
CC(C)(C)NC(=O)COC(=O)c1cc(Br)ccc1Cl,0,-2.0,-5,-2,1,-4,0,-1,-1.9
Cc1cccc(S(=O)(=O)Nc2nc3ccccc3nc2Nc2ccc3c(c2)OCO3)c1,1,-3.0,13,24,3,-12,1,13,-2.0
CN(C)CCCNC(=S)NCc1ccc(Cl)cc1,2,1.7,-1,-2,-2,6,-8,0,-2.0
Cc1cc(C)nc(N(C#N)Cc2ccccc2)n1,2,-0.4,2,-2,3,-12,-7,3,-2.9
O=C(c1n[nH]c2ccccc12)N1CCN(S(=O)(=O)c2ccc(Cl)cc2)CC1,1,x,x,x,0,x,-3,0,x
CNC(=O)c1sc2nc(-c3ccc(OC)cc3)cn2c1C,5,2.4,3,-3,-3,-14,x,16,-2.5
Cc1cccc(N2C(=O)N3[C@H](c4ccc(F)cc4)[C@@H]4C(=O)N(C5CCCCC5)C(=O)[C@@H]4[C@]3(Cc3ccccc3)C2=O)c1,4,-0.8,-42,-8,-4,-17,-5,-3,-1.5
Cc1cc(Oc2ccc(C#N)cc2)nc(N2CCOCC2)n1,3,-3.4,4,20,28*,-3,-4,29,-2.3
Cc1ccc(NCc2nnc(SCc3ccc(C#N)cc3)n2Cc2ccco2)c(C)c1,-3,-0.3,-5,-11,5,-1,-3,-4,-2.7
COc1ccc(C2/C(=C(/O)c3ccc(C)cc3)C(=O)C(=O)N2c2ccccn2)cc1 (stereo not given),-10,-0.2,27,14,5,-10,-7,7,-0.1
CCCCCCC1CC(=O)NC(=S)N1 (stereo not given),-3,-1.8,-1,10,8,-17,-2,9,-2.3
Cc1ccc2[nH]c(=O)c3cc(C(=O)N4CCN(C(=O)c5ccco5)CC4)sc3c2c1,7,6.2,0,35,-1,-10,1,1,-3.5
c1ccc(CNc2nc(N3CCOCC3)nc(N3CCOCC3)n2)cc1,-5,-3.3,6,-9,6,3,2,20,-4.0
CC(=O)c1ccc(NC(=O)Cn2nc(C)c([N+](=O)[O-])c2C)cc1,-1,0.0,-8,2,5,-6,0,-6,-1.3
CCC(=O)Nc1ccc2c(c1)Cc1cc(NC(=O)CC)ccc1-2,x,-0.7,20,17,0,-17,-9,18,-1.7
Cc1cc(NS(=O)(=O)c2ccc(Nc3nc(-c4sc(NC(=O)c5ccccc5)nc4C)cs3)cc2)no1,2,-1.5,1,35,x,-2,x,x,-3.2
CN1CC(=O)N(CC(=O)Nc2ccc(Br)cc2F)C1=O,5,-1.4,4,0,7,2,0,-13,-2.1
CCC(=O)N(c1nnc(SCC(=O)Nc2ccccc2Cl)s1)C1CC1,1,x,x,x,0,x,-1,-4,x
CC(=O)c1sc(NC(=O)C2(F)C(F)(F)C(F)(F)C(F)(F)C(F)(F)C2(F)F)nc1C,-7,-2.8,16,8,-5,-8,-2,66*,-2.2
CSCCC(NC(=O)c1occc1C)C(=O)O (stereo not given),3,-2.5,6,-2,6,-11,2,13,-2.6
CN(Cc1ccc(Cl)cc1)C(=O)COC(=O)CSc1ccc([N+](=O)[O-])cc1,-5,x,x,x,3,x,5,40,x
COC(=O)C1(C)NC(c2cccc(C)c2)C2C(=O)N(c3ccc(F)cc3)C(=O)C21 (stereo not given),-1,-2.8,2,1,5,-8,-9,2,-4.4
COCCNC(=O)C(c1ccc(C)o1)N(C(=O)c1snc(C(N)=O)c1N)c1ccc(C)cc1 (stereo not given),-6,0.8,3,-4,4,8,0,-11,-1.6
O=S(=O)(Cc1ccc(Cl)cc1)N1CCCCCC1,-3,-0.8,8,9,2,2,4,8,-1.3
COc1cccc(-c2nc(CS(=O)(=O)CC(=O)NC3CC3)c(C)o2)c1,-2,-3.5,-2,-5,7,10,2,6,-1.7
Cc1oc(C(C)(C)C)cc1C(=O)N1CCN(C(c2ccccc2)c2ccccc2)CC1,2,0.2,-2,13,0,11,-3,31,0.3
COCCN(C(=O)Cc1cccs1)c1nnc(-c2cccnc2)s1,-6,-1.9,0,13,-5,1,-5,-4,-3.5
COc1ccc2nc(SCC(C)=O)c(C#N)cc2c1,8,-0.9,0,2,-8,-15,-4,-39,-0.7
CCOC(=O)CSc1cc(C(F)(F)F)nc(-c2ccccn2)n1,-3,-4.6,-2,0,4,-13,-5,-18,-5.1
Cc1cccc(-n2ncc3c2CCCC3NC(=O)C2(C(N)=O)CC2)c1C (stereo not given),4,-1.9,-1,-10,6,-14,114*,-4,-3.8
COc1cc(CCC(=O)OCC(=O)Nc2cccc(S(=O)(=O)N(C)C)c2)cc(OC)c1OC,-2,-3.9,5,6,5,-5,-3,-2,-4.9
CC(=O)Nc1ccc(C(=O)OCC(=O)N2CCCC2)cc1,5,-0.4,6,9,-1,-18,-8,6,-0.1
C/C(Cc1ccccc1)=N\NC(=O)CNC(=O)Cc1ccccc1,-3,-2.7,-2,24,2,-3,-5,2,-0.7
CC1CCCCN1C(=O)COC(=O)c1ccc2c(c1)C(=O)N(Cc1ccco1)C2=O (stereo not given),0,x,x,x,0,x,-5,3,x
COc1ccc(C2CC(c3ccccc3)=NN2C(=O)COC(=O)c2nc3nc(C)cc(C)n3n2)cc1 (stereo not given),2,-5.2,-44,6,-3,-12,-4,0,0.3
COC(=O)c1sccc1NC(=O)CSCCc1ccccn1,0,-2.2,7,5,-2,7,-7,9,-2.0
CCc1nc2ccc(C(=O)NCc3ccc(C)o3)cc2nc1CC,-2,-3.1,-2,-4,0,4,-6,1,-0.9
Cc1ccc(NNC(=O)c2cc(C(C)(C)C)nn2Cc2ccccc2)cc1,1,0.3,8,-14,4,-7,-5,-3,-1.9
O=C(O)CCCC(=O)N1CCN(c2cccc(Cl)c2)CC1,2,0.4,3,7,6,-17,-2,-3,-2.4
Cn1c(SCC(=O)NC2CCCCC2)nnc1-c1ccccc1O,5,-2.0,14,-2,5,-10,0,-1,-2.9
CCOC(=O)COc1ccc(S(=O)(=O)NC2CC2)cc1,0,-2.2,-5,-12,4,-6,-9,14,-2.2

# (cont.)
SMILES,IDE inh,VIM-2 inhibitor,HCV NS3 hel inh,UBC9 SUMO inh,IDE act,pCIP destab,GalR3 antagonist,CRFBP-R2 block,IMP-1 inh
COc1ccc(NC(=O)/C=C/c2ccc(C)o2)cc1S(=O)(=O)N1CCOCC1,-1,-3.6,14,9,-3,-13,-3,6,-3.0
COc1cccc(CNC(=O)COC(=O)CNC(=O)c2ccc(-c3ccccc3)cc2)c1,0,x,x,x,-9,x,-5,7,x
C=CCOc1ccc(/C=N/O)cc1Cl,3,-0.6,-3,3,2,-5,-1,15,-2.2
N/C(COc1ccc(Cl)cc1)=N\NS(=O)(=O)c1ccccc1,-1,-1.3,2,-6,3,0,-2,12,-3.2
COc1ccc2cc(/C=N/NC(=O)c3c(Cl)cnn3C)c(Cl)nc2c1,6,-3.4,-12,10,3,-4,-1,-23,-5.6
CCN(CC)CCNC1=NCCn2c1cc1cc(OC)ccc12,0,1.3,-2,33,-6,0,-3,-6,-3.2
O=C(NCC1COc2ccccc2O1)c1c[nH]c2ccc(S(=O)(=O)N3CCOCC3)cc2c1=O (stereo not given),x,-2.8,-4,14,-1,-3,-2,-4,-3.0
Cc1ccnc(SCc2cn3c(C)cccc3n2)n1,-7,-2.3,5,3,-1,-5,-1,-13,-4.7
COc1ccc(-c2csc3ncn(-c4ccc(C)cc4)c(=O)c23)cc1OC,1,-2.3,-9,-8,2,18,4,10,-3.2
COc1ccc2c(c1)CCC(C)N2S(=O)(=O)c1ccc(C2CNC(=O)C2)cc1 (stereo not given),-2,-3.1,4,10,1,2,-2,4,-3.3
O=C(Cn1nnc(-c2ccccc2)n1)N/N=C/c1ccc(-c2ccc(Cl)cc2)o1,1,-1.6,9,36,-1,-3,7,16,0.5
OCCNc1nc(Nc2ccccc2)nc(Nc2ccccc2)n1,3,-3.3,-8,6,2,-3,-3,2,-3.4
COCCOc1nc2c(c(=O)n(C)c(=O)n2C)n1CCc1ccccc1,-4,-2.9,2,13,-3,-16,-1,27,-4.8
CN(C)CCNC(=O)c1c(O)c2c([nH]c1=O)CCCC2,3,-1.1,5,2,5,-4,1,-1,-2.8
